MEKK3 PB1 HTS – raises or lowers MEK5 binding to the human MEKK3 PB1 domain | binding response (% of control), % at 10 µM | Q99759 | bead-based flow cytometry, Alexa488-MEK5 binding to MEKK3; actives lie on both sides; 0 = blocked by unlabeled MEK5, 100 = vehicle | AID 1529 | 290,000 tested, 1.4% active;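 active = binding response more than 3 SD above or below the average of its plate-row segment, actives on both sides; inconclusive = wells at one plate position flagged as instrument error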;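 note: Alexa488 bead fluorescence after subtracting the streptavidin-only scavenger bead signal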
Target sequence (Q99759 whole entry, looked up, the tested form may be a part): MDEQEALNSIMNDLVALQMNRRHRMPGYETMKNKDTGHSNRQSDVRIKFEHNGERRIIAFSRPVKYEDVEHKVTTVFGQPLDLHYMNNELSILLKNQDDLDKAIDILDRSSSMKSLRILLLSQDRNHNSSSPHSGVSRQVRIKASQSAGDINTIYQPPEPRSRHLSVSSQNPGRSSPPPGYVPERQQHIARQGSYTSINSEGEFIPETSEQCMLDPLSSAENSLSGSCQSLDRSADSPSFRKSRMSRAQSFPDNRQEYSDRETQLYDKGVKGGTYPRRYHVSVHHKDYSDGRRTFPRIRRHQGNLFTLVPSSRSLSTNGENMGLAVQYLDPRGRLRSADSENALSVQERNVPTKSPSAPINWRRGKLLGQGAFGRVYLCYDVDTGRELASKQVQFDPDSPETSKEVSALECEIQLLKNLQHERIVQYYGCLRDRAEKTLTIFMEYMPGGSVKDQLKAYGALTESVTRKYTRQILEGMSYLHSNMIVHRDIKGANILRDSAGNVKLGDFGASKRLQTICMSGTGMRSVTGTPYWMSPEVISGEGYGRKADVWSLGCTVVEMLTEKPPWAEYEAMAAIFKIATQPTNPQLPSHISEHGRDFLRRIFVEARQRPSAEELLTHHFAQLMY
GalR3 antag – human GalR3 antagonism; O60755; HEK293 GalR3-CNG cAMP membrane potential fluorescence; galR3 body fused to GalR1 C-terminus; inhibition, % at 3 µM; 360,000 tested, 0.44% active;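 active = inhibition above the screen-wide average plus 3 SD, cut at about 13% in these data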;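 note: forskolin and galanin both at EC90 stimulate the cells; cAMP rise reported by CNG channel membrane potential dye signal; 0% = forskolin plus galanin with DMSO and 100% = forskolin alone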
OXTR ag – agonists of human oxytocin receptor | P30559 | CHO-OTR cells, Fluo-8 calcium fluorescence; normalized: DMSO 0%, oxytocin 100% | activation, % at 3 µM | 320,000 tested, 0.32% active;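 active = activation above the mean of all tested compounds plus 3 SD, cutoff set per screening run, cut at about 20% in these data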;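 note: peak over basal fluorescence ratio from a 100 s FLIPR kinetic read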
MEKK2 mut-MEK5 – signal of MEK5 binding to mutant human MEKK2 PB1 domain. 290,000 tested, 0.35% active. percent response, % at 10 µM. bead flow cytometry, Alexa488-MEK5 binding to MEKK2 mutant; in the data active = percent response above about 24%, passing the limit was not always enough; note: inactives centre near 1; some results filed as inactive read as strong as hits; reference of the scale not given here
PHOSPHO1 inh – PHOSPHO1 (human) inhibition; AID 1565; Q8TCT1; 290,000 tested, 1.1% active; inhibition, % at 13.3 µM; recombinant PHOSPHO1, absorbance phosphatase assay; in the data active = inhibition above about 60%
V1R ag counter – activates human V1a receptor in oxytocin agonist counter-screen. 320,000 tested, 0.25% active. activation, % at 3 µM. P37288. CHO-V1R cells, Fluo-8 calcium fluorescence, agonist mode; 0% DMSO, 100% 3 nM vasopressin;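 active = activation above the mean activation of all tested compounds plus 3 SD, per screening run, cut at about 20% in these data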;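 note: signal is peak over basal fluorescence ratio across a 100 second FLIPR read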
NALP1 inh – NALP1 inhibition | S. cerevisiae NALP1/ASC/caspase-1 growth, X-gal OD620, 72 h | inhibition, % at 10 µM | 280,000 tested, 0.61% active | AID 2071; in the data active = inhibition mostly above about 24%, no sharp cut-off; inactive = mostly below about 32%; note: some compounds called inactive have numbers as strong as hits
MEKK2wt PB1 HTS – raises or lowers MEK5 binding to wildtype human MEKK2 PB1 domain. Q9Y2U5. bead flow cytometry, Alexa488-MEK5 binding to MEKK2 WT; actives lie on both sides. binding response (% of control), % at 10 µM. 290,000 tested, 1.1% active. AID 1531; in the data active = binding response below about 67% or above about 130%; inconclusive = no clear call, values can overlap the other calls; inactive = in between
GPR7 antag – blocks human GPR7 receptor signaling. P48145. 290,000 tested, 1.1% active. GPR7-expressing cells, fluorescence antagonist assay. AID 1861. inhibition, % at 4.4 µM; in the data active = inhibition above about 16%, passing the limit was not always enough;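 note: cells stimulated with the agonist NPW; 0% = agonist with vehicle and 100% = vehicle without agonist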
Target sequence (P48145 whole entry, looked up): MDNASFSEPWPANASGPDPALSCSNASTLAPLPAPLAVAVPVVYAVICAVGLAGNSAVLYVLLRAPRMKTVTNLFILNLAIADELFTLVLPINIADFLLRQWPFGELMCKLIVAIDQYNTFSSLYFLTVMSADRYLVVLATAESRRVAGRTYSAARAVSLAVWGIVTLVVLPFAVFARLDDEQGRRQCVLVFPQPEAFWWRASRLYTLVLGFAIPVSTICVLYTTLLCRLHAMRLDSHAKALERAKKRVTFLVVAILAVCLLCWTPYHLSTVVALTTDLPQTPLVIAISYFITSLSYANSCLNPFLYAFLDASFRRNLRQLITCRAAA
* hit, by the source's call; ? = inconclusive; nt = no result given.

SMILES	MEKK3 PB1 HTS	GalR3 antag	OXTR ag	MEKK2 mut-MEK5	PHOSPHO1 inh	V1R ag counter	NALP1 inh	MEKK2wt PB1 HTS	GPR7 antag
C=C1CC2C(=O)N(Cc3ccccc3)C(C(=O)OCC)(C(=O)OCC)C1N2C(=O)OC(C)(C)C (configuration not stated)	103	-4	-1.7	2	nt	-1.3	nt	104	nt
COc1cc(C(=O)NC2Cc3ccccc3C2)ccc1OC1CCN(C(C)=O)CC1	100	-1	nt	4	26	nt	6	104	5
CC(C)N1CCN(Cc2cccn2-c2ccccn2)CC1CCO (configuration not stated)	97	-1	0.6	-3	41	0.0	1	90	-1
O=C(NCCCn1ccnc1)c1csc2ccccc12	104	-4	-0.5	12	-6	-0.5	1	105	-1
Cc1ccc(-n2c(Cc3cccn3C)nnc2SCC(=O)NCc2ccc3c(c2)OCO3)cc1	108	-3	-0.4	5	6	-0.3	nt	106	3
COC(=O)c1cc(C(=O)NCc2ccc3c(c2)OCO3)cc([N+](=O)[O-])c1	100	-8	-0.6	2	14	-0.1	14	97	-6
CSc1ccccc1OCc1cc(C(=O)NCCN2CCCC(O)C2)no1 (configuration not stated)	96	-1	-0.5	-5	37	1.0	13	95	15
O=C1CCCC2=C1C1(CCCC1)N=C(Nc1nc3ccccc3s1)N2	100	-2	-0.9	4	-47	-0.9	10	105	-6
Cc1ccc(-c2csc3ncnc(-n4nc(C)cc4N)c23)cc1	94	0	-1.6	-2	-7	-0.4	7	95	-15
Oc1ccc(C(=S)N2CCN(Cc3ccccc3)CC2)cc1	105	-5	2.5	-4	25	1.3	nt	101	-2
O=C(COC(=O)c1ccccc1Oc1ccccc1)NCc1ccco1	104	-1	-2.1	6	6	-1.6	-8	108	-7
CC1Cn2c(nnc2-c2ccc(F)cc2)S1 (configuration not stated)	96	-1	-0.5	0	5	1.2	nt	91	nt
COCCn1c(SCC(=O)Nc2ccc3c(c2)OCCO3)nc2c(c1=O)SC(C)C2 (configuration not stated)	108	nt	-1.9	13	0	-0.2	10	113	12
O=C(Nc1ccc(N2CCOCC2)cc1)c1cccc(S(=O)(=O)N2CCCC2)c1	109	-5	3.6	6	-10	2.4	-2	111	-7
COC(=O)c1sccc1NC(=O)CC1C(=O)NCCN1C(=O)Nc1cc(Cl)ccc1OC (configuration not stated)	90	-2	0.8	-21	46	-0.3	nt	90	-10

One compound at a time, as listed above. Screens in order: MEKK3 PB1 HTS | GalR3 antag | OXTR ag | MEKK2 mut-MEK5 | PHOSPHO1 inh | V1R ag counter | NALP1 inh | MEKK2wt PB1 HTS | GPR7 antag
Record of O=C(NCCCn1ccnc1)c1csc2ccccc12 = 104 | -4 | -0.5 | 12 | -6 | -0.5 | 1 | 105 | -1
Record of CC(C)N1CCN(Cc2cccn2-c2ccccn2)CC1CCO (configuration not stated) = 97 | -1 | 0.6 | -3 | 41 | 0.0 | 1 | 90 | -1
Record of CC1Cn2c(nnc2-c2ccc(F)cc2)S1 (configuration not stated) = 96 | -1 | -0.5 | 0 | 5 | 1.2 | nt | 91 | nt

More structures
SMILES	MEKK3 PB1 HTS	GalR3 antag	OXTR ag	MEKK2 mut-MEK5	PHOSPHO1 inh	V1R ag counter	NALP1 inh	MEKK2wt PB1 HTS	GPR7 antag
Oc1c(Br)cc(/C=N/n2c(-c3ccccc3)n[nH]c2=S)c(Br)c1O	106	nt	-0.2	11	-28	0.6	1	101	-10
c1ccc2c(c1)CCN(C1CCCCC1)C2	101	-11	0.1	4	9	-0.5	4	100	11
CCC(C)(C)C1CCC(=NNc2nc3ccccc3[nH]2)CC1 (configuration not stated)	94	-2	-0.8	1	-7	-0.5	3	107	-14
CC(=O)N1c2ccc(S(=O)(=O)NCCC(=O)N(C)C3CCCCC3)cc2CC1C (configuration not stated)	101	-8	2.4	4	32	3.3	-5	103	-11
Cc1ccc(S(=O)(=O)Nc2ccc(N3CCOCC3)cc2)cc1	92	-3	0.6	-2	2	0.8	0	97	-5
Cc1cccc(NC(=O)C[n+]2ccccc2)c1	111	-7	1.2	6	25	1.0	7	126	-16
CCCCCn1c(=O)c(C(=O)OCC)c(O)c2ccccc21	103	0	-2.0	4	19	-0.7	23	102	0
CCc1cccc(NC(=O)CCCn2c(=O)[nH]c3ccsc3c2=O)c1	101	-8	0.1	-2	13	0.2	12	102	-7
Cc1[nH]c2ccccc2c1C(=O)CSC(=S)N(C)C1CCCCC1	117	7	1.1	-1	16	-0.2	33	102	-13
CN(CCO)S(=O)(=O)c1ccc2c(c1)C(=NN)c1cc(S(=O)(=O)N(C)CCO)ccc1-2	98	-8	0.1	5	nt	1.5	-4	100	-11
CCCn1c(N2CCN(C(=O)/C=C/C(=O)O)CC2)nc2ccccc21	102	-3	0.8	0	24	-0.8	10	101	6
CCn1c(SCC(=O)Nc2c(C)n(C)n(-c3ccccc3)c2=O)nnc1-c1cccc(C)c1	nt	-1	-0.4	nt	25	1.5	-8	nt	-8
COc1ccc(OC)c(N(CC(=O)NCc2cccnc2)S(C)(=O)=O)c1	97	-3	1.0	3	1	0.8	5	96	-7
COc1cccc(NC(=O)NNC(=O)CCc2ccc(O)c(O)c2)c1	102	-3	nt	-2	2	nt	8	99	2
CCOc1ccc(Nc2nc3ccccc3n3nnnc23)cc1	112	3	-1.6	12	6	-0.6	42*	116	-12
Nc1cc(=O)[nH]c(SCC(=O)c2ccc(O)cc2O)n1	104	-3	0.1	4	20	-0.1	4	100	-4
CCCCCCCCNC(=O)C(CCC(=O)OCc1ccccc1)NC(C)=O (configuration not stated)	98	-4	-1.5	2	14	0.5	-17	104	14
NC(=O)c1nsc(C(=O)N(c2ccc(F)cc2)C(C(=O)NCC2CCCO2)c2c[nH]c3ccccc23)c1N (configuration not stated)	107	-8	1.0	10	41	1.6	-6	108	11
C/C(N)=C(/C#N)C(=O)CSc1nc2cc(Cl)ccc2c(=O)n1-c1ccc(C)cc1	112	3	1.5	1	-9	1.1	13	103	0
Cc1cccc(S(=O)(=O)Nc2ccc3c(c2)OCCO3)c1	107	-10	3.0	4	23	3.2	6	104	-18
O=S1(=O)[C@H]2CC3O[C@]2(C[C@@H]3c2ccc(F)cc2)CN1Cc1ccc(Cl)cc1	96	-2	-0.6	3	27	-0.4	-14	89	nt
O=C(CSCc1ccc(Cl)cc1)N/N=C/c1c(Cl)cccc1Cl	105	-1	-0.7	3	5	0.2	20	81	-8
Cc1[nH]n(-c2ccc([N+](=O)[O-])cc2)c(=O)c1C=NCCN1CCN(C(=O)c2ccccc2)CC1	?	5	-0.1	-18	-1	2.2	20	?	-1
Cc1csc(NC(=O)CCC(=O)c2cccs2)n1	106	0	9.8	-3	18	-0.1	15	99	-15
COc1cccc(/C=C/C(=O)OCC(=O)NCCc2ccccc2)c1	106	3	-1.0	1	-14	-0.7	5	106	-9
Nc1c(N=Nc2cccc(Cl)c2)c(=O)[nH]n1-c1ccccc1	99	-3	-0.9	5	37	-1.4	1	104	-2
COCCCNc1oc(/C=C/c2ccccc2)nc1C#N	106	-11	-1.6	7	2	0.1	32	110	-6
Cn1cccc1/C=C1\SC(=S)N(NC(=O)c2ccc(Cl)cc2)C1=O	99	-10	3.3	-2	-18	1.2	38	92	-8
Cc1cc(C)cc(N(CCC#N)C(=O)CN2C(=O)NC3(CCCC3)C2=O)c1	100	-6	0.6	3	31	0.4	21	102	-13
CCCC(=O)Nc1ccc(C(=O)O)cc1NC(=O)CCC	103	6	-0.7	11	16	0.5	9	108	-10
CN(C)CCN1CC(C(=O)O)CC1=O (configuration not stated)	104	-2	0.0	2	-24	0.1	-7	102	4
CCn1cc(C(=O)NCCC(=O)NC(C)C)c(=O)c2cc3c(cc21)OCO3	105	-10	0.0	4	-3	-0.1	10	106	-5
O=C(CN1C(=O)C2CCCCC2C1=O)N1CCN(c2ccccc2)CC1 (configuration not stated)	104	-6	-0.1	0	-3	1.5	0	103	-13
CC1Cc2cc(S(=O)(=O)N3CCC(C(=O)N4CCCCC4)CC3)ccc2N1C(=O)C1CC1 (configuration not stated)	95	-5	2.3	1	27	2.6	-3	96	-9
O=C(COC(=O)c1ccc(Cl)cc1O)Nc1cccnc1Cl	98	-4	1.3	-5	6	1.9	14	85	-14
CC(=O)Nc1ccc(C(=O)CSc2nnc(-c3ccc(O)cc3)n2CC2CCCO2)cc1 (configuration not stated)	106	-8	-0.9	4	65*	0.6	-2	105	-3
O=C(O)c1ccccc1N1C(=O)c2cccc3cccc(c23)C1=O	104	-6	0.1	16	25	0.1	10	103	-5
COC(=O)c1cccc(NC(=O)c2cnoc2C)c1	105	-3	0.0	0	-3	0.5	19	98	-5
Cc1cc(Br)ccc1S(=O)(=O)NCc1ccccc1	103	-10	-2.4	-4	-19	0.6	12	103	8
O=C(Nc1ccc(F)cc1)N1CCN(c2ccc(F)cc2)CC1	105	-3	1.8	6	-29	6.0	0	101	-7
CS(=O)(=O)N(CC(=O)NCc1ccncc1)c1cc(Cl)ccc1Cl	103	-4	-0.5	-5	21	0.4	-17	97	-5
COc1ccc(NC(=O)CC(c2ccco2)C(C)C)cc1 (configuration not stated)	103	-13	-1.4	4	20	0.2	5	102	7
CCOC(=O)[C@@H]1[C@H]2COc3ccc(Br)cc3[C@@H]2N2C(=O)N(c3cccc(F)c3)C(=O)[C@]12C	101	-2	-0.9	2	nt	1.1	nt	98	nt
COc1ccc(OC)c(-c2csc(NC(=O)Cc3ccccc3)n2)c1	103	-5	-2.4	6	46	-0.8	7	108	-5
O=C(Nc1ccc(-c2nc3cc(Cl)ccc3o2)cc1)C1CCCO1 (configuration not stated)	108	-5	0.3	5	-4	0.7	-2	99	-12
Cc1ccc(NC(=O)CN2C(=O)S/C(=C\c3cccn3-c3cccc(C(=O)O)c3)C2=O)c(C)c1	101	nt	-1.0	6	102*	-0.4	-8	95	-13
CC(=O)c1cc2c(cc1NS(=O)(=O)c1ccc(C)cc1)OCO2	95	-7	-0.8	0	-7	0.3	-2	97	-5
CCc1nc(-c2ccccc2O)n(-c2ccccc2)n1	108	1	-1.4	5	20	-1.1	4	115	1
O=C(Cn1c(C(=O)NCCCN2CCOCC2)cc2sccc21)c1ccccc1	99	-4	1.7	2	-31	-0.2	8	102	5
O=C1CNC(=O)/C1=C\N1CCCCC1	99	-4	0.5	4	7	0.8	-2	100	-8
Cc1ccc(S(=O)(=O)N2CCN(C(=O)CSc3ncc(C(F)(F)F)cc3Cl)CC2)cc1	101	-2	-2.0	0	56	-0.2	14	100	0
CC(=O)c1cccc(OCc2cc(C(=O)N(C)CCc3ccccn3)no2)c1	100	0	0.8	6	28	1.2	10	104	-7
COc1ccc(S(=O)(=O)Nc2nc3n(n2)C(c2ccc(Cl)cc2)CC(=O)N3)cc1 (configuration not stated)	nt	-2	-1.3	nt	9	0.8	3	nt	-13
COc1ccccc1CNC(=O)c1cc(C(C)=O)c[nH]1	108	-11	0.0	4	28	1.4	19	106	-12
CCC(C)c1ccc(NC(=O)C2CC2)cc1 (configuration not stated)	100	-8	-0.7	1	-10	-0.1	23	102	-6
COc1cc(OC)nc(Oc2ccccc2C(=O)Oc2ccc(Cl)cc2)n1	104	-9	5.1	-2	59	1.9	5	96	-16
CC(NC(=O)c1cccnc1)C(=O)N1CCCCC1 (configuration not stated)	111	2	0.0	6	16	0.6	21	113	-3
Cn1cc(S(=O)(=O)NC2CCCCCC2)c(=O)n(C)c1=O	101	1	-1.2	3	23	-0.6	17	99	-11
Nc1nonc1-n1nnc(C(=O)N/N=C/C=C/c2ccccc2)c1CSC1=NCCS1	104	-4	-0.4	1	4	0.1	3	93	-14
COC(=O)N1CC(C)N(C(=O)OC)CC1C (configuration not stated)	109	-4	2.3	5	-22	0.4	-16	103	6
Cc1ccc(NC(=O)CNCc2ccccc2)c(Br)c1	104	-4	0.9	7	-5	1.5	-8	100	3

Screening data from PubChem.

The order is random. Share with any hit: about 5.4%.
